phage Ecoli inh = growth loss of phage-infected E. coli, primary screen, RecBCD inhibitor project, absorbance, with phage, HTS; 360,000 compounds, 0.26% hits; inhibition, % at 11.9 µM; AID 651602, 2012; in the data active = inhibition above about 11%
HTR5A inv ctr = HTR5A inverse agonists in luminescence cell assay, primary screen, counter-screen for OPRM1-OPRD1 heterodimer inverse agonist project, full-deck HTS; HTR5A cell line, inverse agonism; inhibition, % at 9.3 µM; 340,000 compounds, 0.083% hits; AID 504634, 2011; in the data active = inhibition mostly above about 23%, no sharp cut-off; inactive = mostly below about 18%;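 also: 0% = cells with DMSO and 100% = no-cell wells with DMSO; some compounds called inactive have numbers as strong as hits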
Target sequence (P47898 whole entry, looked up): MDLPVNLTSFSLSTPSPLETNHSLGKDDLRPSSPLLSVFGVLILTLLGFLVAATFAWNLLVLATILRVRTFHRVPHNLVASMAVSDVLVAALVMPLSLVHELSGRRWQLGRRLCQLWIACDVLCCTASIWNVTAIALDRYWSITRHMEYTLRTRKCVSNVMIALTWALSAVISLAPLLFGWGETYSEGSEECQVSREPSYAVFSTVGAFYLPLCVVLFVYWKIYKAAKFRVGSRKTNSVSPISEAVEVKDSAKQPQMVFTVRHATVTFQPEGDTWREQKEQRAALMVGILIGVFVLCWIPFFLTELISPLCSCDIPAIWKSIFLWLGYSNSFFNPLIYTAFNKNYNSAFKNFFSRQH
SUMO Mot1 rescue = yeast Mot1-301 growth rescue at high temperature, primary screen, SUMOylation pathway inhibitor project, S. cerevisiae, ATP luminescence, 38.5C; S. cerevisiae Mot1-301 growth rescue; percent above DMSO median, 100 means doubled; growth rescue, % at 18.8 µM; 320,000 compounds, 1% hits; AID 2716, 2010;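 active = every valid replicate shows activation above 250% relative to neutral control wells; inactive = the rest, any valid replicate at or below 250%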;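 also: OY570 slx delta 5 strain wells were the positive control but not used for scaling; some compounds called inactive have numbers as strong as hits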
PKA-R1A act = activators of PKA-R1A holoenzyme, primary screen, biochemical, fluorescence polarization, Cy5-IP20, bovine R1A, mouse PKAc; PKA-R1A dissociation; scaled: DMSO 0%, 113 µM cGMP 100%; AID 504707, 2011; cAMP-dependent protein kinase type I-alpha regulatory subunit (Bos taurus) + …; activation, % at 11.4 µM; 340,000 compounds, 0.083% hits;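 active = percent activation above the mean of all tested compounds plus 3 SD, cut at about 19% in these data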;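 also: higher means more PKAc released from R1A so a rise in polarization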
Ecoli viability = E. coli V3065 growth inhibition, primary screen, counter-screen for AddAB inhibitor project, absorbance, OD600; 18 h; inhibition, % at 11.9 µM; 330,000 compounds, 0.27% hits;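 active = inhibition above the campaign's mean inhibition across all tested compounds plus 3 SD, cut at about 9.9% in these data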;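 also: uninfected addAB+ strain grown without phage in ampicillin broth; 0% = DMSO wells and 100% = ciprofloxacin 0.95 µg/ml wells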
AddAB inh = growth inhibition of E. coli expressing H. pylori AddAB, primary screen, AddAB inhibitor project, absorbance; inhibition, % at 11.9 µM; 330,000 compounds, 0.29% hits; in the data active = inhibition above about 12%;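 also: 0% = vehicle wells of infected cells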
DAGLB inhibitor = DAGLB lipase inhibitors, primary screen, biochemical, fluorescence, HTS; Diacylglycerol lipase-beta (Homo sapiens), Q8NCG7; HEK293T DAGLB membrane lysate, EnzChek fluorogenic substrate; inhibition, % at 5.17 µM; 340,000 compounds, 0.059% hits; in the data active = inhibition above about 34%;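 also: 0% = enzyme with vehicle and 100% = wells lacking enzyme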
Target sequence (Q8NCG7 whole entry, looked up): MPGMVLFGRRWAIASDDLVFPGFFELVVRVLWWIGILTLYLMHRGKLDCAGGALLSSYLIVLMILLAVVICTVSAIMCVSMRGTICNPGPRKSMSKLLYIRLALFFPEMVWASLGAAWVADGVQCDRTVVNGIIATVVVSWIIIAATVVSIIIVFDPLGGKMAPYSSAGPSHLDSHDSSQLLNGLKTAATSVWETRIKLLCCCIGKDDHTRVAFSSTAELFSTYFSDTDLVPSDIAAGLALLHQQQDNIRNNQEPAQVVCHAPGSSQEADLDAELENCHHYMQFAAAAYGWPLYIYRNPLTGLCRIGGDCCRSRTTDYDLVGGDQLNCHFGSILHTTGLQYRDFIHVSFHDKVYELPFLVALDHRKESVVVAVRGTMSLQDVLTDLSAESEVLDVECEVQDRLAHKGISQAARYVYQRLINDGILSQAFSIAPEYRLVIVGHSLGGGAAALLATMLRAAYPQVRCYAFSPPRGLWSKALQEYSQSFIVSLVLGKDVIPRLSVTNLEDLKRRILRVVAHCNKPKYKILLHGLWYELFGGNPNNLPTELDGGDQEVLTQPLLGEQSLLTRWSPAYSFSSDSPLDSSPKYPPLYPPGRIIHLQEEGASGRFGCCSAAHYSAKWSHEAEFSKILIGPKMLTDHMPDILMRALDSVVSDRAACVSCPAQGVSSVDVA
HTR5A ag = HTR5A agonists in luminescence cell assay, primary screen, counter-screen for OPRM1-OPRD1 heterodimer agonist project, full-deck HTS. 5-hydroxytryptamine receptor 5A (Homo sapiens), P47898. cell-based. activation, % at 9.3 µM. 340,000 compounds, 0.61% hits; in the data active = activation mostly above about 9.5%, no sharp cut-off; inactive = mostly below about 7.6%;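 also: 0% = cells with vehicle only and 100% = reference agonist; strong numbers were not always called active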
PKA-R2B activ = activators of PKA-R2B holoenzyme, primary screen, biochemical, fluorescence polarization, Cy5-IP20, human | PKA-R2B holoenzyme dissociation; R2B truncated from residue 108, S112A mutant; 0% DMSO only, 100% 113 µM cGMP | activation, % at 11.4 µM | 340,000 compounds, 0.079% hits;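 active = activation above a cutoff set at the mean over all compounds plus 3 SD, cut at about 18% in these data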;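 also: higher means more holoenzyme dissociation and a rise in polarization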
Tat export inh = E. coli Tat export inhibitors, primary screen, MC4100, TorA-mCherry reporter, fluorescence, single point; inhibition, % at 10 µM; 340,000 compounds, 0.036% hits; AID 488895, 2010;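 active = mean replicate inhibition at least 50% and at least half of replicates individually reaching 50%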;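 also: exported cargo escapes ClpAP degradation while cytoplasmic cargo is degraded and loses fluorescence; 0% = median of neutral control wells and 100% = median of NaSCN control wells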
CDK5 inh = inhibitors of human CDK5/p35 kinase, primary screen, biochemical, single concentration; Cyclin-dependent kinase 5 (Homo sapiens) + Cyclin-dependent kinase 5 activator 1 (Homo …; Recombinant CDK5/p35, ADP-Glo luminescence, 60 min; inhibition, % at 10 µM; 330,000 compounds, 0.01% hits; AID 488839, 2010;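 active = highest replicate inhibition of at least 50% and at least 75% of replicates reaching 50%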;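 also: plate controls were DMSO neutral control for no effect and GW8510 at 10 µM for full effect; many of its hits are not listed in these tables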
Active calls of the source: *.

Results for COc1cccc(N2CC(NS(=O)(=O)c3ccc(Cl)cc3)CC2=O)c1 (stereo unspecified) ?
phage Ecoli inh: 2.6; HTR5A inv ctr: -9; SUMO Mot1 rescue: 12; PKA-R1A act: -9; Ecoli viability: -2.1; AddAB inh: -0.4; DAGLB inhibitor: 2; HTR5A ag: -2; PKA-R2B activ: -5; Tat export inh: 3; CDK5 inh: 0.5

What do the screens show for `N#Cc1ccccc1COc1ccc(/C=C/C(=O)O)cc1`?
phage Ecoli inh: 3.3; HTR5A inv ctr: 2; SUMO Mot1 rescue: 9; PKA-R1A act: -3; Ecoli viability: 0.3; AddAB inh: 2.3; DAGLB inhibitor: -2; HTR5A ag: -5; PKA-R2B activ: 1; Tat export inh: -3; CDK5 inh: -0.6

How did COc1cc(N=C2C(=O)N3c4c(cccc42)C(C)=CC3(C)C)cc(OC)c1 do in these assays?
phage Ecoli inh: -1.3; HTR5A inv ctr: -2; SUMO Mot1 rescue: -17; PKA-R1A act: -15; Ecoli viability: -0.5; AddAB inh: -2.4; DAGLB inhibitor: 3; HTR5A ag: 1; PKA-R2B activ: -2; Tat export inh: -9; CDK5 inh: 4.4

How did Cc1ccc(C(=O)Nc2nc3ccccc3c(=O)s2)cc1 do in these assays?
phage Ecoli inh: -2.4; HTR5A inv ctr: 11; SUMO Mot1 rescue: -7; PKA-R1A act: 8; Ecoli viability: 5.2; AddAB inh: 3.9; DAGLB inhibitor: -1; HTR5A ag: 1; PKA-R2B activ: 11; Tat export inh: 5; CDK5 inh: -0.6

Results for CCOC(=O)c1ccc(CNCc2ccccc2)cc1 ?
phage Ecoli inh: 5.1; HTR5A inv ctr: -5; SUMO Mot1 rescue: 5; PKA-R1A act: -5; Ecoli viability: 0.3; AddAB inh: -1.6; DAGLB inhibitor: -6; HTR5A ag: 4; PKA-R2B activ: 7; Tat export inh: -7

What do the screens show for `O=C(O)c1ccc(S(=O)(=O)c2ccc([N+](=O)[O-])cc2[N+](=O)[O-])cc1`?
phage Ecoli inh: -0.1; HTR5A inv ctr: -9; SUMO Mot1 rescue: 41; PKA-R1A act: 8; Ecoli viability: -2.0; AddAB inh: -1.2; DAGLB inhibitor: -21; HTR5A ag: 2; PKA-R2B activ: 1; Tat export inh: 17; CDK5 inh: 0.5

What do the screens show for `COc1cc(OC)cc(-c2nnc(SCc3c(F)cccc3Cl)o2)c1`?
phage Ecoli inh: 1.6; HTR5A inv ctr: 2; SUMO Mot1 rescue: 12; PKA-R1A act: -6; Ecoli viability: 0.2; AddAB inh: -2.5; DAGLB inhibitor: -17; HTR5A ag: 6; PKA-R2B activ: -6; Tat export inh: 11; CDK5 inh: 0.7

What do the screens show for `CN(CCOC(=O)c1ccc2c(c1)OCO2)C(C)(C)C`?
phage Ecoli inh: 2.7; HTR5A inv ctr: -24; SUMO Mot1 rescue: -5; PKA-R1A act: 2; Ecoli viability: 3.7; AddAB inh: 3.9; DAGLB inhibitor: -1; HTR5A ag: 3; PKA-R2B activ: 4; Tat export inh: -5; CDK5 inh: 0.5

How did Cc1cc(Cl)cc(C)c1OCC(=O)N1CCN(c2ncccn2)CC1 do in these assays?
phage Ecoli inh: 2.9; HTR5A inv ctr: 1; SUMO Mot1 rescue: 7; PKA-R1A act: 3; Ecoli viability: 3.5; AddAB inh: 2.4; DAGLB inhibitor: -14; HTR5A ag: -1; PKA-R2B activ: 5; Tat export inh: -2; CDK5 inh: -0.4

Results for Cc1ccc(C23CC4CC(CC(C(=O)NC(C)C(N)=O)(C4)C2)C3)cc1 (stereo unspecified) ?
phage Ecoli inh: 1.3; HTR5A inv ctr: 5; SUMO Mot1 rescue: -4; PKA-R1A act: 9; Ecoli viability: -1.6; AddAB inh: 2.2; DAGLB inhibitor: 1; HTR5A ag: -3; PKA-R2B activ: -15; Tat export inh: -5; CDK5 inh: 0.1

What do the screens show for `O=C(CCN1C(=O)/C(=C/c2ccco2)SC1=S)Nc1ccc(O)cc1C(=O)O`?
phage Ecoli inh: -1.2; HTR5A inv ctr: 7; SUMO Mot1 rescue: 427; PKA-R1A act: 2; DAGLB inhibitor: 7; HTR5A ag: -2; PKA-R2B activ: -3; Tat export inh: -3; CDK5 inh: 1.1

What do the screens show for `C=CCn1c(SC(C)C(=O)c2c(N)n(C)c(=O)n(C)c2=O)nnc1-c1ccoc1C` (stereo unspecified)?
phage Ecoli inh: 1.4; HTR5A inv ctr: 3; SUMO Mot1 rescue: -2; PKA-R1A act: -1; Ecoli viability: 0.0; AddAB inh: -1.8; DAGLB inhibitor: 2; HTR5A ag: -1; PKA-R2B activ: -6; Tat export inh: 2; CDK5 inh: -2.4

What do the screens show for `O=C(NCCCn1ccnc1)C1CCN(S(=O)(=O)c2cc([N+](=O)[O-])ccc2Cl)CC1`?
phage Ecoli inh: 1.3; HTR5A inv ctr: -11; SUMO Mot1 rescue: 4; PKA-R1A act: -7; Ecoli viability: -0.7; AddAB inh: -0.2; DAGLB inhibitor: 4; HTR5A ag: 3; PKA-R2B activ: -2; Tat export inh: -5; CDK5 inh: 1.2

What do the screens show for `COc1ccc(C2CC(C(F)(F)F)n3nc(C(=O)NCc4cn(C)nc4C)c(Cl)c3N2)cc1` (stereo unspecified)?
phage Ecoli inh: 1.4; HTR5A inv ctr: -10; SUMO Mot1 rescue: -17; PKA-R1A act: 1; Ecoli viability: -0.2; AddAB inh: 0.9; DAGLB inhibitor: -1; HTR5A ag: 4; PKA-R2B activ: -7; Tat export inh: -1; CDK5 inh: 2.2

Results for CC(C)C(=O)Nc1ccc(N2CCN(C(=O)c3cccs3)CC2)cc1 ?
phage Ecoli inh: 0.3; HTR5A inv ctr: -9; SUMO Mot1 rescue: 7; PKA-R1A act: -7; Ecoli viability: -1.6; AddAB inh: 3.5; DAGLB inhibitor: 3; HTR5A ag: 1; PKA-R2B activ: 8; Tat export inh: -3; CDK5 inh: 0.4

What do the screens show for `C=CCNC(=O)N1CCc2[nH]c3ccc(F)cc3c2C1`?
phage Ecoli inh: 1.9; HTR5A inv ctr: -2; SUMO Mot1 rescue: 122; PKA-R1A act: 5; Ecoli viability: 0.7; AddAB inh: 3.7; DAGLB inhibitor: 1; HTR5A ag: 0; PKA-R2B activ: -9; Tat export inh: 3; CDK5 inh: 1.1

How did CCOC(=O)C1CCCN(C(=O)CSCc2ccccc2)C1 (stereo unspecified) do in these assays?
phage Ecoli inh: 2.5; HTR5A inv ctr: -3; SUMO Mot1 rescue: -10; PKA-R1A act: -12; Ecoli viability: -0.2; AddAB inh: 0.6; DAGLB inhibitor: -6; HTR5A ag: 1; PKA-R2B activ: 4; Tat export inh: -3; CDK5 inh: 0.0

How did CS(=O)(=O)N(CC(=O)NCC1CCCO1)c1ccc(F)c(Cl)c1 (stereo unspecified) do in these assays?
phage Ecoli inh: 2.4; HTR5A inv ctr: -14; SUMO Mot1 rescue: 0; PKA-R1A act: 1; Ecoli viability: 1.6; AddAB inh: 3.6; DAGLB inhibitor: -2; HTR5A ag: 5; PKA-R2B activ: 12; Tat export inh: 0; CDK5 inh: -0.6

What do the screens show for `O=C(CSc1nnc(-c2cccs2)n1-c1ccccc1)N1CCCC1`?
phage Ecoli inh: 1.9; HTR5A inv ctr: 18; SUMO Mot1 rescue: -12; PKA-R1A act: -1; Ecoli viability: -3.2; AddAB inh: 0.8; DAGLB inhibitor: -2; HTR5A ag: -1; PKA-R2B activ: -7; Tat export inh: -2; CDK5 inh: -2.2

Results for Cc1cc(Nc2cccc(Cl)c2)nc(-c2ccccc2O)n1 ?
phage Ecoli inh: 3.3; HTR5A inv ctr: 0; SUMO Mot1 rescue: -8; PKA-R1A act: -9; Ecoli viability: -2.5; AddAB inh: -1.6; DAGLB inhibitor: -6; HTR5A ag: 0; PKA-R2B activ: -1; Tat export inh: -1; CDK5 inh: 0.4

How did Cc1nc2ccc(Br)cn2c1C(=O)N/N=C\c1ccccc1Cl do in these assays?
phage Ecoli inh: 2.1; HTR5A inv ctr: -10; SUMO Mot1 rescue: 59; PKA-R1A act: -5; Ecoli viability: -0.6; AddAB inh: -0.2; DAGLB inhibitor: -3; HTR5A ag: 4; PKA-R2B activ: 4; Tat export inh: -5; CDK5 inh: -0.1

Results for CC1(C)CC2CC(C)(CN2C(=O)CN2C(=O)c3ccccc3C2=O)C1 (stereo unspecified) ?
phage Ecoli inh: 1.1; HTR5A inv ctr: -4; SUMO Mot1 rescue: -26; PKA-R1A act: -4; Ecoli viability: -0.9; AddAB inh: -0.3; DAGLB inhibitor: 1; HTR5A ag: 0; PKA-R2B activ: 0; Tat export inh: 0; CDK5 inh: -1.5

What do the screens show for `Cc1cc(NCc2ccccn2)n2ncc(-c3ccc(Cl)cc3)c2n1`?
phage Ecoli inh: -4.0; SUMO Mot1 rescue: 101; Ecoli viability: -2.0; AddAB inh: -2.8; Tat export inh: -7; CDK5 inh: -0.9

Results for COc1ccc(N(CCC#N)C(=O)/C(C#N)=C/c2cccs2)cc1 ?
phage Ecoli inh: 5.1; HTR5A inv ctr: -3; SUMO Mot1 rescue: -3; PKA-R1A act: 6; Ecoli viability: 0.2; AddAB inh: 2.2; DAGLB inhibitor: -1; HTR5A ag: 1; PKA-R2B activ: 11; Tat export inh: 4; CDK5 inh: 2.0

Reprinted at random: 3 entries already listed.
How did Cc1nc2ccc(Br)cn2c1C(=O)N/N=C\c1ccccc1Cl do in these assays?
phage Ecoli inh: 2.1; HTR5A inv ctr: -10; SUMO Mot1 rescue: 59; PKA-R1A act: -5; Ecoli viability: -0.6; AddAB inh: -0.2; DAGLB inhibitor: -3; HTR5A ag: 4; PKA-R2B activ: 4; Tat export inh: -5; CDK5 inh: -0.1

Results for COc1ccc(N(CCC#N)C(=O)/C(C#N)=C/c2cccs2)cc1 ?
phage Ecoli inh: 5.1; HTR5A inv ctr: -3; SUMO Mot1 rescue: -3; PKA-R1A act: 6; Ecoli viability: 0.2; AddAB inh: 2.2; DAGLB inhibitor: -1; HTR5A ag: 1; PKA-R2B activ: 11; Tat export inh: 4; CDK5 inh: 2.0

Results for CC1(C)CC2CC(C)(CN2C(=O)CN2C(=O)c3ccccc3C2=O)C1 (stereo unspecified) ?
phage Ecoli inh: 1.1; HTR5A inv ctr: -4; SUMO Mot1 rescue: -26; PKA-R1A act: -4; Ecoli viability: -0.9; AddAB inh: -0.3; DAGLB inhibitor: 1; HTR5A ag: 0; PKA-R2B activ: 0; Tat export inh: 0; CDK5 inh: -1.5

High-throughput results (PubChem BioAssay)
